human PMI inhibitors = MPI inhibition at elevated mannose 6-phosphate – biochemical, fluorescence intensity, high mannose 6-phosphate, primary screen (AID 1220); recombinant PMI enzyme, coupled fluorescence intensity; higher % means a stronger effect; inhibition, % at 20 µM; hits with a dose series show IC50 in µM; 190,000 compounds, 0.66% hits
ER stress rescue = rescue of cells from ER stress-induced death, primary screen, 384-well, CSM14.1, thapsigargin, ATP luminescence (AID 1222); 190,000 tested, under 10 active; CSM14.1 thapsigargin-induced death rescue, ATP luminescence; higher % means a stronger effect; cellular ATP content (survival), % at 20 µM; hits with a dose series show EC50 in µM;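 active means EC50 below 50 µM in the dose-response confirmation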;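 further: death triggered by thapsigargin at about 15 µM added after 2 h compound pretreatment; cell ATP read after overnight thapsigargin exposure of roughly 18 to 22 hours; normalized against plate controls of thapsigargin alone and 5% DMSO vehicle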
TNAP activators = human TNAP enzyme activators, primary screen, biochemical, luminescent, no phosphate acceptor, uHTS (AID 1001). one-dose activation fold at 20 µM; EC50 in µM for titrated hits. 200,000 compounds, 0.03% hits. purified TNAP, luminescent activation assay, no phosphate acceptor; higher activation fold means a stronger effect; in the data active means activation fold from about 3, or a potency from the dose series; inactive means the rest, 99 in 100 with activation fold below about 1.6; further: many of its hits are not listed in these tables
human PMI inhibition = MPI enzyme activity inhibition – biochemical, fluorescence intensity, coupled assay, primary screen (AID 1209); purified PMI enzyme, coupled fluorescence intensity; higher % means a stronger effect; one-dose inhibition, % at 20 µM; IC50 in µM for titrated hits; 190,000 compounds, 0.42% hits;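 further: plate controls were DMSO vehicle for no effect and wells lacking substrate for full effect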
P. falciparum M1AAP = malaria alanyl aminopeptidase activity blockers – biochemical, fluorogenic H-Leu-NHMec substrate, 1536-well (AID 1445) | inhibition, % at 30 µM, or IC50 in µM where a hit was titrated | 220,000 compounds, 0.42% hits | recombinant M1AAP, H-Leu-NHMec fluorogenic kinetic assay; higher % means a stronger effect;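 active means primary inhibition above the hit cutoff, then over 50% inhibition at one or more dose response concentrations, cut at about 23% in these data, passing the limit was not always enough; inconclusive means conflicting primary data, or primary hits not chosen for dose response; inactive means low primary inhibition, or under 50% at every dose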;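 further: plate controls were DMSO full reaction for no effect and no enzyme background for full effect; strong numbers were not always called active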
P. falciparum M17LAP = P. falciparum M17LAP inhibitors, primary screen, biochemical, fluorogenic H-Leu-NHMec substrate, 1536-well (AID 1619); 220,000 compounds, 0.38% hits; one-dose inhibition, % at 30 µM; IC50 in µM for titrated hits; recombinant M17LAP, H-Leu-NHMec fluorogenic kinetic assay; higher % means a stronger effect;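 active means compound inhibiting the enzyme by more than half at any dose during confirmatory dose-response retesting; inconclusive means strong single-dose inhibitors picked by rank but not retested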;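 further: plate controls were full reaction with DMSO carrier for no effect and no enzyme background for full effect; strong numbers were not always called active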
XIAP antagonists = small molecules displacing peptide from XIAP – biochemical, IAP family, fluorescence polarization (AID 1018). XIAP BIR domain, fluorescence polarization peptide displacement; higher % means a stronger effect. 200,000 compounds, 0.007% hits. one-dose displacement, % at 20 µM; IC50 in µM for titrated hits; in the data active means displacement above about 50%; further: a part of the inactive calls stands beside numbers as strong as those of hits
Myeloid diff 2 = myeloid differentiation induction | calls only at 10 µM | AID 624256 | ER-HoxA9 myeloid progenitors, lysozyme-GFP differentiation, flow cytometry | 360,000 compounds, 1% hits;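 active means normalized GFP-positive differentiation at or above the plate's own cutoff, the solvent-only control mean plus 3 SD; inconclusive means no clear call, values can overlap the other calls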;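 further: cells exposed to compound for four days before flow analysis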
LYP phosphatase = PTPN22 lymphoid phosphatase activity blockers – biochemical, fluorescence intensity, uHTS (AID 1779); recombinant LYP phosphatase, fluorescence intensity; higher % means a stronger effect; one-dose inhibition, % at 11.5 µM; IC50 in µM for titrated hits; 290,000 compounds, 0.054% hits;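 further: plate controls were vehicle with enzyme for no effect and no enzyme for full effect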
Myeloid diff 2 GFP+ MAC1+ % = further read-out of Myeloid diff 2, marked with its call; GFP+ MAC1+ double positive, %; measured here: differentiation confirmed by MAC1 staining
* = called active by the depositor; i = inactive; ? = inconclusive; . = not tested or not shown; + = active, no number. Unless noted, no stated cut-off is given here; in the data, active means inhibition above about 50%; inactive means the rest.

SMILES,ER stress rescue,Myeloid diff 2,LYP phosphatase,Myeloid diff 2 GFP+ MAC1+ %,human PMI inhibition,P. falciparum M1AAP,XIAP antagonists,P. falciparum M17LAP,human PMI inhibitors,TNAP activators
Cc1[nH]nc(-c2ccc(O)c(C)c2O)c1Oc1ccccc1,1.4%,i,-4%,0.7,-14%,7%,-6.7%,8%,-13%,0.3
COc1ccc2nc3sc(C(=O)N4CCN(C)CC4)cc3cc2c1,2.5%,i,-9%,0.5,10%,10%,8.2%,-4%,9%,1
CN(C)S(=O)(=O)N1CCN(C(=O)c2cccs2)CC1,-3.1%,i,-8%,7.4,2%,0%,-3.8%,5%,0%,1.1
COc1ccc(C(=O)NCCSCc2ccccc2C)cc1,-1.5%,i,-2%,0.7,1%,9%,-0.7%,2%,-3%,1.1
CC(=O)N[C@@H](Cc1c[nH]c2ccccc12)C(=O)OCC(=O)Nc1ccc(Cl)c(S(=O)(=O)N(C)C)c1,-2.6%,i,-7%,1.7,14%,5%,2.0%,0%,12%,1
O=c1[nH]nc(CNc2cccc(C(F)(F)F)c2)c2ccccc12,.,i,1%,0.2,9%,2%,-14%,0%,3%,1.1
CCC1=NN(C(=O)c2cccnc2)C(O)(C(F)(F)F)C1 (stereo not drawn),-0.5%,i,-12%,0.7,-8%,-1%,-1.2%,1%,-7%,1.1
O=c1c2ccc([N+](=O)[O-])cc2ncn1CCOc1ccccc1,-1.1%,+,-4%,0.7*,-7%,3%,-4.3%,-3%,12%,1.1
CN1CCC(N(C)CC(=O)Nc2ccccc2N2CCOCC2)CC1,-0.5%,i,-9%,0.5,14%,-6%,-5.4%,29%,6%,1.1
O=C(CCc1nc(-c2ccccc2F)no1)NCCN1CCOCC1,0.0%,i,-8%,1.5,-15%,5%,-1.4%,-2%,-5%,1.2
O=C(Nc1ccccc1C(=O)Nc1ccccc1C(=O)NCc1ccco1)c1ccco1,-0.8%,i,3%,2.8,5%,11%,0.0%,9%,-2%,1.1
CCOc1ccc(NC(=O)CC2C(=O)N(C)C(=S)N2CCCc2ccccc2)cc1 (stereo not drawn),1.7%,i,5%,0.9,9%,-3%,-2.0%,3%,10%,1.1
N#CCCn1nc(-c2ccccc2)cc1-n1c(C(F)(F)F)nc2ccccc21,0.5%,i,1%,3.0,20%,-3%,-4.3%,17%,13%,1.1
CC(=O)Cc1nsc(NC(=O)c2ccccc2)n1,0.3%,i,3%,1.1,0%,1%,-1.9%,9%,6%,1
CCO/C=N/c1c(C#N)c2c(c(=S)n1C)COC(C)(C)C2,0.2%,i,2%,0.7,6%,8%,2.4%,4%,2%,1.1
COc1cc(O)c(C(CCN2CCN(c3ccccc3)CC2)c2cc(OC)c(OC)c(OC)c2)c(OC)c1 (stereo not drawn),.,i,2%,2.5,.,7%,.,15%,.,.
CCn1c(COc2ccc(C)cc2)nnc1SCC(=O)NCc1ccco1,0.3%,i,-9%,0.3,-4%,5%,0.7%,6%,-5%,1.1
Cc1cccc(-n2cc(-c3ccccc3)c3c(N4CCOCC4)ncnc32)c1,8.3%,i,-2%,0.3,18%,7%,-6.1%,2%,14%,0.9
CCOc1ccccc1CNC(=O)c1cc2occc2n1C,-0.9%,i,-3%,2.1,8%,11%,-1.8%,8%,14%,1
CNC(=O)c1c(NC(=O)c2cccc(N3C(=O)CCC3=O)c2)sc2c1CCC2,.,i,-2%,0.5,.,6%,.,7%,.,.
COc1ccccc1C(c1nnnn1CS(=O)(=O)c1ccc(C)cc1)N1CCSCC1 (stereo not drawn),0.7%,i,5%,0.7,0%,7%,-7.7%,1%,4%,1.1
CC(=O)c1ccccc1OC(=O)c1ccc([N+](=O)[O-])o1,.,i,-3%,0.8,.,4%,.,0%,.,.
C(#Cc1ccccc1)CN1CCCCC1,-0.4%,i,-4%,0.4,-5%,-1%,0.8%,4%,-6%,1.1
CCOC(=O)C1(Cc2ccc(OC)cc2)CCN(C(=O)c2cncs2)CC1,0.9%,i,-1%,0.7,10%,1%,-8.3%,-3%,8%,1
CCOC(=O)c1c(CSc2ccccc2)n(C)c2ccc(O)c(CN3CCOCC3)c12,1.8%,i,2%,1.8,8%,2%,-6.4%,3%,20%,1
CCNc1nc(NCC)nc(SCC(C)=O)n1,-1.1%,i,-2%,0.6,-10%,6%,-0.7%,-2%,0%,1
COc1cccc(Nc2nc(NCCO)c3ccccc3n2)c1,-6.4%,i,0%,0.4,-10%,-5%,-1.2%,12%,-17%,1
CC1(C(=O)NCc2cccnc2)CCC(=O)N1CCc1ccccc1 (stereo not drawn),-2.1%,i,-8%,5.4,1%,-2%,-19%,-1%,0%,1.1
C(=N\Nc1ncnc2nc[nH]c12)/c1cccs1,-0.4%,i,-2%,0.7,4%,?,-2.4%,43%,-4%,2.1
CCc1nc2c(c(=O)c3ccccc3n2C)c(=O)n1C1CCCCCC1,-3.2%,i,-2%,0.3,-6%,9%,-6.1%,11%,-2%,1
Cc1nc2nc(SCc3nc4ccccc4[nH]3)[nH]c2cc1Br,.,i,-2%,0.4,.,3%,.,14%,.,.
CCCN(CC(=O)Nc1cccc(Br)c1)CC(=O)Nc1ccc(F)c(F)c1F,-1.5%,i,3%,0.7,18%,-2%,-5.7%,-3%,8%,1
O=C(CSc1ncccn1)NCc1ccc(F)cc1,1.0%,i,-11%,8.9,8%,7%,-3.5%,2%,9%,1.1
Cc1c(NC(=O)CN2C(=O)C(=O)c3ccccc32)c(=O)n(-c2ccccc2)n1C,0.3%,i,-5%,1.0,15%,4%,-8.4%,5%,23%,1
COC(=O)C1=C(C)N(c2ccccc2)C(=S)NC1c1ccccc1C(F)(F)F (stereo not drawn),-1.9%,i,3%,0.4,4%,6%,-1.0%,1%,6%,1.1
O=C1[C@@H]2C(c3ccc(F)cc3)=NO[C@@H]2C(=O)N1Cc1ccccc1,.,i,0%,0.3,.,1%,.,-1%,.,.
COc1cc(C(=O)N2c3ccccc3CC2C)cc(OC)c1OC (stereo not drawn),-2.7%,i,1%,1.2,10%,1%,-0.3%,-12%,9%,1.1
O=C(Nc1nnc(COc2ccc(Cl)cc2)s1)C1CCCO1 (stereo not drawn),-0.9%,i,2%,0.6,27%,2%,-6.7%,-1%,3%,0.9
COc1ccc(N(CC(=O)NCCC2=CCCCC2)S(=O)(=O)c2ccc(C)cc2)cc1,-1.4%,.,5%,.,7%,6%,-4.2%,2%,11%,1
CCOC(=O)C(C#N)c1ccccn1 (stereo not drawn),-3.7%,i,0%,7.1,12%,2%,-10%,19%,7%,1.1
CC1(C)OC2OC(COC(=O)c3ccc([N+](=O)[O-])cc3)C3OC(C)(C)OC3C2O1 (stereo not drawn),-0.2%,i,-4%,0.2,0%,3%,-2.9%,2%,-6%,1.1
COc1ccc(Nc2oc(COc3ccc(Cl)cc3)nc2C#N)cc1,-1.2%,i,-4%,0.8,18%,16%,3.2%,-7%,20%,1.2
CC(=O)Cc1ccccc1OCC(=O)O,.,i,-4%,1.0,0%,0%,-4.0%,3%,-6%,1.1
CC(C)(C)NC(=O)C(=O)N/N=C/c1ccc(F)cc1,-2.6%,i,-5%,0.2,-5%,8%,-9.0%,3%,1%,1
COC(=O)C1=NNC2C(=O)N(C3CCCCC3)C(=O)C12 (stereo not drawn),0.3%,i,-4%,0.4,.,-1%,-3.7%,-7%,.,1.1
COc1cc(C2NC(=O)N(C)C3=C2C(=O)CCC3)cc(OC)c1OC (stereo not drawn),-1.3%,i,-12%,9.2,8%,-9%,-7.1%,-3%,12%,1
COc1ccc(OCC(O)CON2C(=O)c3ccccc3C2=O)cc1 (stereo not drawn),-2.0%,i,-13%,0.5,4%,8%,-4.1%,10%,9%,1.1
CN(C)c1nc(N/N=C/c2ccccc2O)nc(Nc2ccc(F)cc2)n1,-6.9%,i,5%,0.0,-13%,-6%,-20%,-3%,-13%,1.8
COC(CNC(=O)c1coc2nc3ccccc3nc12)OC,.,i,-7%,0.1,.,10%,.,7%,.,.
COc1ccccc1N=c1oc2c(OC)cccc2cc1C(=O)NCc1ccco1,3.6%,i,-8%,0.3,-4%,13%,0.6%,-4%,-2%,1
N=c1c2c(n(Cc3ccc(F)cc3)c3c1CCC3)CCC2,-1.7%,i,-9%,2.7,-8%,-2%,-3.2%,-2%,-5%,1.1
O=C(c1cccc(F)c1)N1CCN(Cc2ccco2)CC1,2.1%,i,-7%,0.3,34%,-3%,0.4%,1%,47%,1.1
CC(=O)/C(=N/Nc1ccccc1[N+](=O)[O-])N1CCCc2ccccc21,.,i,11%,0.9,.,1%,.,-3%,.,.
CC(C)(C)NC(=O)NC(=O)CN1CCCCC1,0.8%,i,-9%,0.0,8%,-9%,-3.9%,-8%,10%,1
CC(=O)NC1=NN(C(C)=O)C(C)(c2ccc(Cl)s2)S1 (stereo not drawn),-4.0%,?,-7%,.,6%,-1%,0.1%,9%,3%,1
Cc1cc(C(=O)Cn2cncn2)c(C)n1CCc1ccc(F)cc1,-2.7%,i,-1%,0.8,13%,6%,2.5%,-5%,12%,1.2
CCCCNC(=O)CSc1nc2ccsc2c(=O)n1C1CCN(C(=O)OCC)CC1,-1.6%,i,-3%,6.7,1%,-5%,-5.2%,-9%,-2%,1.1
Cc1ccc(OCCC(=O)Nc2c(C)n(C)n(-c3ccccc3)c2=O)cc1,.,i,-6%,0.9,-4%,-1%,-7.5%,1%,-5%,1.1
Cc1csc2ncc(C(=O)Nc3ccccc3F)c(=O)n12,-1.3%,i,0%,3.0,6%,.,-1.6%,.,12%,1.1
CC12C(=O)N(Cc3ccccc3)C(=O)C1C1C=CC2C1 (stereo not drawn),.,i,-4%,2.3,-8%,6%,-9.9%,8%,-8%,1.1
CCc1ccc(C(=O)NNC(=O)OC)cc1,-0.9%,i,-7%,0.2,-4%,-3%,-2.4%,-2%,-4%,1
Cc1nc2ncnn2c(N2CCN(S(=O)(=O)c3ccc(Br)cc3)CC2)c1C,1.1%,i,-7%,0.3,.,12%,-1.6%,6%,.,1

Bioassay records as filed in PubChem.
